Bioassay records deposited in PubChem BioAssay by Sanford-Burnham Center for Chemical Genomics.
MIN6 prolif – inducers of MIN6 beta-cell proliferation, primary screen, ATP luminescence, uHTS; MIN6 cells proliferation, ATPlite luminescence, 48 h; cells starved in 0.2% serum; 100% = growth in 10% serum; proliferation, % at 10 µM; 0.29% of 330,000 active;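 active means compounds whose signal lies at least 3.5 SD above the mean of all wells on their plate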;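 further: 0% = DMSO-treated cells in low-serum medium and 100% = 10% serum control; some compounds called inactive have numbers as strong as hits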
NR3A LBD binder – binders of NR3A ligand-binding domain, primary screen, biophysical, differential scanning fluorimetry, uHTS; Glutamate receptor ionotropic, NMDA 3A (GRIN3A) ligand-binding domain; NR3A LBD differential scanning fluorimetry, Tm shift; 0% = protein alone, 100% = glycine-bound protein; Tm shift relative to glycine control, % at 25 µM; 2.5% of 340,000 active; AID 1259313, 2017;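 active means melting temperature shift of at least 10% of the positive control shift, at one fixed dose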
A3G deaminase – APOBEC3G DNA deaminase inhibitors, primary screen, biochemical, fluorescence, single-stranded DNA substrate, uHTS; AID 493012, 2011; recombinant A3G, ssDNA deamination FAM/TAMRA fluorescence; 0.28% of 330,000 active; DNA dC->dU-editing enzyme APOBEC-3G (Homo sapiens), Q9HC16; inhibition, % at 20 µM;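 active means inhibition of at least 40% at 20 µM, with no more than 30% in the related APOBEC3A deaminase screen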;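 further: plate controls were DMSO wells with A3G for no effect and wells lacking A3G enzyme for full effect; some compounds called inactive have numbers as strong as hits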
Target sequence (Q9HC16 whole entry, looked up): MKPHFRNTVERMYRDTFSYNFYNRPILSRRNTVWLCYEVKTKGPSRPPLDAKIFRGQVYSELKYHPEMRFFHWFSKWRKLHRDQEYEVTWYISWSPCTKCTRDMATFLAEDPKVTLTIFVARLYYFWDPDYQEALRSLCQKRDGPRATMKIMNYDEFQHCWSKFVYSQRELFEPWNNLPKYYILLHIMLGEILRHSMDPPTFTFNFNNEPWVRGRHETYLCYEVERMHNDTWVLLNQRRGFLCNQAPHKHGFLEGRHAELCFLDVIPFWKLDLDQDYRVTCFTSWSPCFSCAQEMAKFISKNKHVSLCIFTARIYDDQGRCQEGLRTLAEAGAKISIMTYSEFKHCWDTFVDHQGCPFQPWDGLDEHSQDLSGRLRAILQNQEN
mIAP activ – activators of mouse IAP, primary screen, biochemical, luminescence, uHTS; intestinal alkaline phosphatase [Mus musculus]; muIAP, CDP-Star luminescence, 30 min; hits give high values; 1 = vehicle-only enzyme signal, 0 = enzyme-free wells; activation factor at 10 µM; 0.24% of 330,000 active; AID 2805, 2010;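 active means activation factor of at least 2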; further: the source names both 10 and 20 µM as test concentration; values of inactives mirror those of a sister screen read the other way
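Assay system: mouse IAP enzyme; Reagent: CDP-Star chemiluminescent phosphatase substrate; Compound: DMSO-dissolved test compounds; Incubation: 30 min, room temperature; Technique: luminescence from enzymatic CDP-Star hydrolysis; Controls: DMSO-only wells and no-enzyme negative control.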
mIAP inh – inhibitors of mouse IAP, primary screen, biochemical, luminescence, uHTS; inhibition, % at 10 µM; intestinal alkaline phosphatase [Mus musculus]; AID 2806, 2010; 0.2% of 330,000 active; purified mouse IAP, CDP-Star luminescence, 30 min;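 active means inhibition of at least 40% at 10 µM in the primary screen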;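 further: plate controls were DMSO with enzyme for no effect and no enzyme wells for full effect; values of inactives mirror those of a sister screen read the other way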
hIAP act – human IAP activators, primary screen, biochemical, luminescence, uHTS. Intestinal-type alkaline phosphatase (Homo sapiens), P09923. activation factor at 10 µM. AID 2524, 2010. purified human IAP, CDP-Star luminescence, 30 min; hits give high values; 1 = vehicle-only enzyme, 0 = enzyme-free background. 0.16% of 330,000 active;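 active means activation factor of the enzyme at least 2-fold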; further: the source names both 10 and 20 µM as test concentration; values of inactives mirror those of a sister screen read the other way
Target sequence (P09923 whole entry, looked up): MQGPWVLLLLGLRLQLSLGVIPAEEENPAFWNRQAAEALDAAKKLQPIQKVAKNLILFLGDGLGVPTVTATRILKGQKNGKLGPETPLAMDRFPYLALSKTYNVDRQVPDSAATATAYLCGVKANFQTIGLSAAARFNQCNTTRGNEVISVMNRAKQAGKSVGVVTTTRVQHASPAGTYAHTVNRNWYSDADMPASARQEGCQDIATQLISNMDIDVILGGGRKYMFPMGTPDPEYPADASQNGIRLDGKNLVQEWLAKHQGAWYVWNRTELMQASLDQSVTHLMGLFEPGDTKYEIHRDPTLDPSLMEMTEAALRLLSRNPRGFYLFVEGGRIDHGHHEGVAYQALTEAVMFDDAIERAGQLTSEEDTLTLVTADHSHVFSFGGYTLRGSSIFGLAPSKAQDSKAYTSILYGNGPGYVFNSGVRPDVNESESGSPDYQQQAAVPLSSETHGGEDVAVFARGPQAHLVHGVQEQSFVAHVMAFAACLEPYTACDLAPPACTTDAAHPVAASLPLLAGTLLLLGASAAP
MPTP block – mitochondrial permeability transition pore inhibitors, primary screen, biochemical, isolated mouse mitochondria, absorbance. Ca2+ swelling absorbance, 30 min. inhibition, % at 10 µM. 1.4% of 360,000 active. AID 602449, 2012;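 active means inhibition of 50% or more, scaled per plate between neutral and stimulator controls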;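 further: 0% = DMSO wells given calcium and 100% = 1 mM EGTA wells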
hIAP block – human IAP inhibitors, primary screen, biochemical, luminescence, uHTS; Intestinal-type alkaline phosphatase (Homo sapiens), P09923; purified IAP, CDP-Star luminescence, 30 min; inhibition, % at 10 µM; 0.12% of 330,000 active;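 active means inhibition reaching a set limit with compound at 10 µM in the primary screen, cut at about 35% in these data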;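 further: plate controls were DMSO wells with enzyme for no effect and no-enzyme buffer wells for full effect; values of inactives mirror those of a sister screen read the other way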
A3A deaminase – APOBEC3A ssDNA deaminase inhibitors, primary screen, selectivity assay for APOBEC3G inhibitor project, biochemical, FAM/TAMRA oligo cleavage fluorescence. DNA dC->dU-editing enzyme APOBEC-3A (Homo sapiens), P31941. recombinant A3A, FAM/TAMRA ssDNA deamination fluorescence. inhibition, % at 20 µM. 0.41% of 330,000 active;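 active means at least 40% inhibition at 20 µM here, with at most 30% in a related deaminase screen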;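 further: plate controls were A3A with DMSO for no effect and wells lacking A3A enzyme for full effect; some results filed as inactive read as strong as hits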
* = called active by the depositor. Outcome played no part in choosing rows. About 5% of those tested had a hit in this group.

mol	MIN6 prolif	NR3A LBD binder	A3G deaminase	mIAP activ	mIAP inh	hIAP act	MPTP block	hIAP block	A3A deaminase
Cc1nc2ccccc2n1S(=O)(=O)c1cc(C(=O)O)ccc1Cl	-3	1	-6	0.92	8	1.1	0.4	-8	0
CS(=O)(=O)N1CCCC(C(=O)Nc2ccccc2Cl)C1 (stereo unspecified)	0	-1	-4	0.9	10	1	-0.7	-1	2
CCOc1ccccc1N(CC(=O)Nc1ccccc1C(=O)N1CCCC1)S(C)(=O)=O	1	0	-7	0.93	7	0.96	0.7	4	4
CCCCc1nc(SCC(=O)N2CCCCC2)c2c(=O)n(C)c(=O)n(C)c2n1	-3	1	-5	1.1	-5	1	-2.3	-1	0
CC(C)(C)NC(=O)Cn1c(SCC(=O)NC2CCCCC2)nc2ccccc21	-2	-4	-7	0.96	4	0.79	-1.4	22	-3
COc1ccc(C(=O)N/N=C/c2ccc(OC)c(CN3CCc4cc(OC)c(OC)cc4C3C)c2)cc1 (stereo unspecified)	-2	1	-5	1.2	-22	1.1	0.1	-12	3
COc1cc(NC(=O)C2CCN(S(=O)(=O)c3ccc(Cl)cc3)CC2)ccc1-n1cnnn1	-2	-4	-4	2.3*	-131	1.3	6.6	-32	-6
C=CCn1c(SCC(=O)c2ccc(Cl)cc2)nnc1-c1ccc2c(c1)OCO2	-1	-2	-7	0.99	1	1.2	32	-18	-2
CC(=O)Oc1ccc(N(C(C)=O)S(=O)(=O)c2ccc3ccccc3c2)cc1	-3	8	-2	0.91	9	1.2	0.6	-24	1
CC(C)CCc1c(O)nc(SCC(C)C)[nH]c1=O	-2	-1	-4	0.97	2	0.94	-2.1	6	-2
CSc1ccc(S(=O)(=O)NC2CC3CCC2C3)cc1 (stereo unspecified)	-4	1	-6	1.1	-5	0.97	-0.4	3	-4
Cc1cc(N2CCOCC2)nc2ccc(NC(=S)N3CCN(Cc4ccccc4)CC3)cc12	-3	-4	-9	1	-3	1.2	2.1	-18	0
O=C(CNC(=O)C1CCCCC1)NCc1ccco1	0	2	-1	1	-3	0.87	2.1	13	2
CCCN(C(=O)COC(=O)CSc1ccc(C(N)=O)cc1[N+](=O)[O-])C1CCS(=O)(=O)C1 (stereo unspecified)	-3	0	-10	1	-1	1	-1.6	-2	-4
CCn1c(CNc2ccccc2Cl)nnc1SCC(=O)NCc1ccccc1	-2	-3	-5	1.1	-8	1	-0.3	-1	0
CNC(=S)N(Cc1ccc(OC)cc1)Cc1cc2cccc(C)c2[nH]c1=O	7	-2	0	0.99	1	0.98	-3.0	2	1
CC(=O)Oc1ccc(N(c2ccccc2)S(=O)(=O)c2ccc(C)cc2)cc1	-1	0	-1	0.93	7	0.94	18	6	1
Cc1ccc(C(=O)NC(c2ccccc2)C(Cl)Cl)cc1 (stereo unspecified)	-3	-2	1	1.2	-22	0.96	3.0	4	0
CCC(=O)OCc1cc(=O)oc2ccc3ccccc3c12	-2	-1	-14	0.92	8	0.84	-0.4	16	-2
COC(=O)c1cc(S(=O)(=O)N2CCOCC2)ccc1Sc1ccccc1N	-1	2	-7	0.98	2	1.1	-0.3	-8	1
COc1ccccc1C1Nc2cccc3cccc(c23)N1	-6	-2	-4	0.84	16	0.96	3.3	4	3
CC(/C=N/Nc1nc(C)cc(=O)[nH]1)=C\c1ccccc1	-3	-2	-4	0.94	6	0.99	1.5	1	1
S=C(NCCCc1ccccc1)Nc1ccc(Br)cc1	-7	10*	-5	2.1*	-109	1.2	86*	-18	-2
CC(C)c1ccc2[nH]c3nc(SCC(=O)NC4CC4)nnc3c2c1	-2	-4	-8	0.89	11	1.1	0.3	-6	-2
Cc1ccccc1C(=O)N1CCN(c2ccc(N3CCOCC3)nn2)CC1	0	-2	5	0.97	3	0.99	-1.2	0	0
Cc1nc(N)sc1N=Nc1c(C)n(C)n(-c2ccccc2)c1=O	3	0	-6	0.88	12	0.75	0.4	25	-4
CCOC(=O)c1c(-c2ccccc2)oc2ccc(OCC(O)CN(C)C)cc12 (stereo unspecified)	0	-1	-2	0.89	11	0.79	99*	21	1
Cc1cccc(OCC(=O)OC(C)C(=O)Nc2ccc(Cl)cn2)c1 (stereo unspecified)	2	1	0	0.99	1	0.84	-1.4	16	2
CC(C#CCN1CCCCC1)OCCOCc1ccccc1 (stereo unspecified)	0	3	-6	1	-3	1	0.0	-3	-4
CCOc1ccc(NC(=O)CSc2nnc(Cc3cccn3C)n2-c2ccc(F)cc2)cc1	-2	-5	-3	1	-1	1.1	-0.5	-11	0

Additional structures.
mol	MIN6 prolif	NR3A LBD binder	A3G deaminase	mIAP activ	mIAP inh	hIAP act	MPTP block	hIAP block	A3A deaminase
O=c1[nH]c(SCCOc2ccccc2)nc2ccccc12	2	-1	-3	0.95	5	0.9	0.6	10	-2
NCCCn1c(C(=O)c2cc(Cl)c(N)c(Cl)c2)c2ccccc2[n+]1[O-]	-1	2	-5	0.97	3	1	-0.1	-2	-5
COc1ccc(-c2cc(N3CCCC3)n3ncnc3n2)cc1	1	-5	-2	0.95	5	1.1	5.6	-7	1
CCn1c(=Nc2ccc(N3CCOCC3)cc2)ccc2ccccc21	-2	14*	-4	0.86	14	0.89	-1.4	11	-3
CC(=O)CCC(=O)N1CCC(n2nccc2NC(=O)c2ccccc2C)CC1	0	-5	-3	1.1	-6	1.3	0.4	-25	-2
Cc1ccc(Sc2cnn(-c3ccccc3)c(=O)c2Cl)cc1	-6	-1	2	0.94	6	0.89	-6.5	11	1
CS(=O)(=O)N1CCN(c2ccccc2NC(=O)c2cccs2)CC1	0	4	11	1.1	-5	0.96	-0.7	4	1
COc1ccc(Cl)cc1NC(=S)NCCO	-1	1	-4	0.96	4	1.1	0.2	-7	1
CCCCOc1ccc(C(=O)NCC(=O)NCC(c2ccc(F)cc2)N2CCOCC2)cc1 (stereo unspecified)	-3	-3	2	1.1	-6	1.2	2.9	-16	3
CCC(C)(C(=O)NC1CCCC1)N(C(=O)c1ccccn1)c1ccccc1 (stereo unspecified)	6	1	-11	1	-3	1.1	-0.2	-9	-2
OCC1(Cc2ccc(Cl)cc2)CCN(Cc2ccc3nsnc3c2)CC1	-1	2	-6	0.94	6	0.97	-0.3	3	-3
COc1cc(/C=N/NC(=O)c2cc(-c3ccc4c(c3)OCO4)n[nH]2)ccc1O	4	28*	-4	0.93	7	0.85	0.8	15	-2
COc1ccc([C@H]2CC(=O)C=C(c3cc(C)ccc3F)C2)cc1	0	-3	-8	0.81	20	1	3.4	-4	-2
Cc1ccc(CSC2=Nc3ccccc3C3=NC(=O)CN23)cc1	-7	-3	-4	1.1	-13	1	0.1	-1	-5
Cc1cc(N2CCCC2)ccc1/C=C1\NC(=S)N(C)C1=O	0	-11	-36	0.71	29	0.98	14	2	-14
CC(C)(C)OC(=O)[C@H](Cc1ccccc1)NC(=O)c1nc[nH]c1C(=O)N1CCNCC1	-4	0	2	0.91	10	1.1	-0.3	-6	-3
CCOC(=O)N1N=C(c2ccc(OC)cc2)CC1(O)C(F)(F)F (stereo unspecified)	-3	-1	-4	0.91	9	1.2	2.6	-19	-1
CCOc1ccc(OCC)c(Nc2cc(C)nc3ncnn23)c1	-3	0	2	1.1	-6	1.1	-0.6	-9	7
O=C(NCc1ccccc1Cl)C(=O)NCC1OCCN1S(=O)(=O)c1ccc(F)cc1 (stereo unspecified)	4	-1	0	1.1	-6	0.96	0.2	4	4
CCOc1cc2[nH]c(=S)n(CC3CCCN3CC)c(=O)c2cc1OCC (stereo unspecified)	-3	1	-5	1	-3	1.1	-2.6	-14	-2
O=C(CSC1=NCCS1)Nc1nc(-c2ccccc2)cs1	0	-6	-2	1	0	1	-2.1	-5	-3
CC(C)NS(=O)(=O)c1ccc(NC(=O)Cc2cccs2)cc1	0	2	-11	1.1	-14	1	-0.8	-2	-2
COc1ccc(CCNC(=O)c2ccc(CN3CCC(Cc4ccccc4)CC3)cc2)cc1OC	0	0	-8	1.5	-47	0.93	3.4	7	-1
Cn1c(=O)c2c(nc(CN3CCN(C(c4ccccc4)c4ccccc4)CC3)n2CCCO)n(C)c1=O	1	-2	-4	0.94	6	1	-0.2	-1	-4
CSCC[C@H](NC(=O)c1cccs1)c1nnc2ccccn12	0	1	5	1	0	1.3	0.6	-33	4
CCN(CC)CCN(CC(=O)N(C1CCCCC1)C1CCCCC1)C(=O)c1cccnc1	2	0	-7	0.9	10	0.92	-1.3	8	-3
N#C/C(=C/c1ccc(N2CCOCC2)o1)C(=O)NC1CCCCC1	-1	-1	-14	0.86	14	0.77	-1.2	23	-2
O=C(Nc1cccc(Cl)c1)Nc1cccc(C(=O)O)c1	-2	-11	-1	1.1	-9	0.97	5.4	3	-4
